# mABHD4 FP = inhibits mouse alpha/beta hydrolase domain 4; Q8VD66; purified mABHD4, FP-Rh probe fluorescence polarization; inhibition, % at 8.92 µM; 0.54% of 370,000 active;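 active = inhibition exceeding the mean over every tested compound plus 3 SD, cut at about 30% in these data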;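 also: 0% = plate median of compound wells and 100% = S159A mutant with DMSO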
#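 Test system: mABHD4 protein; Read-out basis: % inhibition; Incubation: 45 min + 60 min at 25 °C; Repeats: single replicate; Technique: fluorescence polarization with parallel and perpendicular emission, 525/598 nm; Compound: 8.92 µM, single dose; Benchmarks: full inhibition S159A mutant plus DMSO, zero as sample-well median.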
# rCAG binder = r(CAG) repeat RNA binding. TO-PRO-1 dye displacement fluorescence. 1.3% of 370,000 active. inhibition, % at 3 µM;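 active = inhibition above the plate cutoff, the mean of all test compounds on that plate plus 3 SD, cut at about 35% in these data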;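 also: 0% = DMSO alone and 100% = 100 µM mitoxantrone as full dye displacement; higher means more dye released from RNA so lower well fluorescence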
# HTRA1 inh = inhibitors of human serine peptidase HTRA1. Q92743. recombinant HTRA1, FP-rhodamine activity-based probe, fluorescence polarization. inhibition, % at 5.96 µM. 0.5% of 340,000 active. AID 504803; in the data active = inhibition above about 36%;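 also: 0% = enzyme with DMSO and 100% = wells lacking enzyme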
# Target sequence (Q92743 whole entry, looked up): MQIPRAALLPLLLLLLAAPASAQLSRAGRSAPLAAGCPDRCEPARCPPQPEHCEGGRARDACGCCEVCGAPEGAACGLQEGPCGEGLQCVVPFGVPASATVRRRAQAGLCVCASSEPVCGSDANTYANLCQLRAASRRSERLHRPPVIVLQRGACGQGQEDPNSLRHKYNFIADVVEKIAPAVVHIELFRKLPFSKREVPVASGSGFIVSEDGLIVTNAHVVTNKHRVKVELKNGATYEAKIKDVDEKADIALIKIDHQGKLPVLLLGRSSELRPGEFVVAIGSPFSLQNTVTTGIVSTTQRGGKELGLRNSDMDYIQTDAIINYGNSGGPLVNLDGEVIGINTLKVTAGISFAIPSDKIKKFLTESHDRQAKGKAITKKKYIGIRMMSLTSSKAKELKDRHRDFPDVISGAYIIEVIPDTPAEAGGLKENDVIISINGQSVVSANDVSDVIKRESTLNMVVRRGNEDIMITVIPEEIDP
# NPR2 activator = GC-B (human) receptor activation; AID 1920062; activation, % at 10 µM; HEK293-GC-B cells, CNP EC30, cGMP TR-FRET; 0% at EC30 CNP, 100% saturating CNP; 0.11% of 370,000 active;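 active = activation at 10 µM reaching about 35% in either raw or pattern-adjusted values, limit read from the data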
# NR1D1 modulator = modulates human Rev-erb alpha binding to DNA; P20393; Rev-erbα–FITC-DNA binding, fluorescence polarization, 90 min; activity, % at 10 µM; 0.79% of 370,000 active; AID 1259318;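 active = activity above about 14%, limit read from the data; passing the limit was not always enough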;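 also: 0% = DMSO wells with 35 nM protein and 100% = DMSO wells with 750 nM protein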
# NPR1 activator = GC-A (human) enzyme activation; HEK293 GC-A cells, cGMP TR-FRET, EC30 ANP; 0% at EC30 ANP, 100% saturating ANP; 0.14% of 370,000 active; AID 1671463; P16066; activation, % at 10 µM; in the data active = activation above about 40%
# ARFGAP1 inh = inhibitors of rat ARFGAP1. Q62848. Arfgap1-stimulated ARF1 GTP hydrolysis, GDP FP detection. inhibition, % at 16.5 µM. 0.26% of 360,000 active;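 active = inhibition above a per-plate limit, mean inhibition of low control wells plus 3 SD, cut at about 25% in these data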;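 also: 0% = DMSO wells with enzyme and 100% = wells lacking Arfgap1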
# Target sequence (Q62848 1-136 limits assumed): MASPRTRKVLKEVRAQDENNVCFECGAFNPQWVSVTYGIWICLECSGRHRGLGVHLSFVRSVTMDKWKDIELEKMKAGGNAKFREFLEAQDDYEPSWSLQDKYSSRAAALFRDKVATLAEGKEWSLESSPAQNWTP
#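 System: truncated rat Arfgap1 GAP domain / Benchmarks: high control wells lacking Arfgap1, low control full reaction with DMSO / Times: compound-enzyme preincubation 20 min, reaction 120 min, detection 60 min, 25 °C / Repeats: one replicate per compound / Also added: human ARF1(Δ1-17)-GTP substrate / Measured by: Tracer-displacement fluorescence polarization with EDTA stop, 620/688 nm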
# ASAP1 inh = inhibitors of human ASAP1 ArfGAP activity. 0.19% of 360,000 active. Q9ULH1. inhibition, % at 16.5 µM. AID 624377. ASAP1-stimulated ARF1 GTP hydrolysis, GDP FP detection; in the data active = inhibition above about 25%;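 also: 0% = vehicle with enzyme and substrate and 100% = no enzyme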
# Target sequence (Q9ULH1 325-724 limits assumed): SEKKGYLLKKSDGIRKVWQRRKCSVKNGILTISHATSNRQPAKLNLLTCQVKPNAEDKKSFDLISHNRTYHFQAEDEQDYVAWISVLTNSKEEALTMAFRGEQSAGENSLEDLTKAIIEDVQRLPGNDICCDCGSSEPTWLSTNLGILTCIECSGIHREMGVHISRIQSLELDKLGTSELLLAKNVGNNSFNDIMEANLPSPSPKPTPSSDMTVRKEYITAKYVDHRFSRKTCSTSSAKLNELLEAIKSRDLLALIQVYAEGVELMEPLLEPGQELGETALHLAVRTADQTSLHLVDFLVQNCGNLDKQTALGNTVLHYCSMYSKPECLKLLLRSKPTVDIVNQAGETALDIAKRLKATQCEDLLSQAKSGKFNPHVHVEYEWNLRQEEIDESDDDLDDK
# SMARCA2 act = increases SMARCA2 function in MMTV reporter cells; MG213 cells, MMTV-luciferase reporter, dexamethasone, overnight; activation, % at 9.1 µM; 1% of 370,000 active; in the data active = activation above about 7.8%;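 also: 0% = vehicle wells and 100% = reference activator wells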
# PG9 binder = binds the HIV-1 gp120 antibody PG9 | AID 624416 | TR-FRET gp120-PG9 antibody binding | inhibition, % at 6.7 µM | 0.43% of 360,000 active; in the data active = inhibition above about 8.5%
# Active calls of the source: *; nt = no result given.
SMILES,mABHD4 FP,rCAG binder,HTRA1 inh,NPR2 activator,NR1D1 modulator,NPR1 activator,ARFGAP1 inh,ASAP1 inh,SMARCA2 act,PG9 binder
Cc1ccc(/C=N/Nc2nncn2N)cc1,2,-1,7,-2,-1,-4,3,15,-6,0.2
Cc1cccc(NC(=S)N/N=C/c2ccc3c(c2)OCO3)c1,0,5,-7,4,-1,2,1,15,3,-1.1
COc1ccc(N2C(=O)C3CCCN3C2c2cc(OC)c(OC)c(OC)c2)cc1 (stereo unspecified),-1,2,-7,-1,-4,-5,11,2,0,0.8
CCOC(=O)[C@]12CCCC=C1N(Cc1ccco1)C(=O)[C@H](CC(=O)N1CCCCC1)C2,5,-3,nt,2,1,2,14,1,0,-0.6
Cc1cccc(C)c1NC(=O)CSc1nnc([C@@H]2CCCN2C(=O)OC(C)(C)C)o1,0,0,2,6,1,3,-7,14,-4,-1.5
Cc1ccc(C(=O)N2CCN(Cc3ccccc3)CC2)cc1S(=O)(=O)N1CCOCC1,0,-4,2,0,-1,1,-2,-12,1,-1.8
Cc1ccc(S(=O)(=O)N/N=C/c2cccc3c2OCCO3)cc1,9,7,-9,1,-8,1,-4,-13,-5,-0.7
COC(=O)c1ccc(-n2nnnc2SCc2nn[nH]n2)cc1,4,0,1,-1,1,-2,12,-4,-4,-0.4
CCC(C(=O)NC(C)(C)C)N(C(=O)Cn1nnc(-c2cccs2)n1)c1cnc2ccccc2c1 (stereo unspecified),-6,-3,-6,-2,-3,-5,0,-15,-6,-0.9
Cc1cccc(-n2cnc(C(=O)N3CCN(C)CC3)c2)n1,5,-1,10,1,5,-5,19,-5,-2,0.2
O=C1c2cccc3c2C2(O)c4c1cccc4C(=O)c1cccc(c12)C3=O,16,4,1,0,-5,4,-3,-11,8.1*,-0.8
O=C(NCc1ccc2c(c1)OCO2)c1cc(-c2ccccc2)on1,2,-1,-7,-4,1,6,2,0,-2,1.0
Cc1ccc(CSCC(=O)N(C)CC(=O)Nc2ccc(C)cc2)cc1,-12,-4,-6,-3,0,3,3,1,-1,-0.5
O=C(/C=C/c1ccco1)Oc1cccc2cccnc12,-6,1,28,-6,-5,0,-1,3,-3,-3.0
O=C(c1ccc(Cl)c(S(=O)(=O)N2CCOCC2)c1)N1CCCC1,-2,-5,1,2,4,-3,-4,5,-4,-1.5
O=NN1CCN(c2ccncc2S(=O)(=O)N2CCCCC2)CC1,0,-2,-1,1,4,0,-5,-4,-1,-3.8
COc1cccc(C(=O)NC(=S)Nc2ccc3oc(=O)ccc3c2)c1,-1,1,-4,-2,7,1,2,-5,-1,-0.9
Cc1cc(C)c(C#N)c(SCc2nnc(-c3ccccc3[N+](=O)[O-])o2)n1,-6,-3,11,0,-1,2,7,0,6,1.8
Cc1ccc(S(=O)(=O)Nc2nc(C)c(C(=O)NN)s2)cc1,1,58*,8,0,-1,0,-8,-4,0,3.7
COc1ccc(C2C(C(=O)N3CCCC3)c3cc(OC)c(OC)cc3C(=O)N2C)cc1OC (stereo unspecified),8,-6,-6,-1,-1,-1,-9,-13,-2,-1.4
CC1CCN(C2=NC(=O)/C(=C/c3cccc(O)c3)S2)CC1,-7,1,3,-4,-1,-5,3,8,1,-1.6
C[C@@H]1C(=O)O[C@H]2[C@H]1CC[C@@]1(C)C(=O)C=C[C@@](C)(O)[C@H]21,4,0,2,7,-1,1,6,2,0,1.3
NCCCC[C@@H]1NC(=O)c2cc([N+](=O)[O-])cc(F)c2NCCCC[C@@H](C(N)=O)NC(=O)[C@H](CCC(N)=O)NC1=O,4,8,0,1,3,2,0,7,-1,1.0
O=C(c1ccc(COc2ccccc2Br)o1)N1CCN(c2ccccn2)CC1,-3,-5,-26,-6,2,0,1,19,-3,-0.6
COc1cc2cc(CN(Cc3cccnc3)C(=O)Nc3ccccc3F)c(=O)[nH]c2cc1OC,-4,-2,7,-4,-1,6,14,-1,-5,1.4

# Quoted from the listing.
# Cc1ccc(S(=O)(=O)N/N=C/c2cccc3c2OCCO3)cc1 in HTRA1 inh is listed with -9
# CCOC(=O)[C@]12CCCC=C1N(Cc1ccco1)C(=O)[C@H](CC(=O)N1CCCCC1)C2 in ASAP1 inh is listed with 1

# New compounds follow
SMILES,mABHD4 FP,rCAG binder,HTRA1 inh,NPR2 activator,NR1D1 modulator,NPR1 activator,ARFGAP1 inh,ASAP1 inh,SMARCA2 act,PG9 binder
CC(=O)c1cccc(CN2CCC(n3nccc3NC(=O)c3ccc4c(c3)OCO4)CC2)c1,-2,-5,-4,-5,1,-1,-5,10,0,-3.8
Cc1ccc2nc(C(F)(F)F)c(C#N)c(N)c2c1,12,1,-16,20,6,21,8,7,0,0.8
CCc1nc(C)cn1S(=O)(=O)c1cc(Br)ccc1OC,4,-6,-4,6,5,-4,9,4,-2,0.8
CCCc1nc2ccccc2c(=O)n1CCc1ccccc1,0,2,-8,-5,2,-9,5,-10,-2,0.5
CN(c1ccccc1)S(=O)(=O)c1ccc(NC(=O)c2nc(S(C)(=O)=O)ncc2Cl)cc1,-10,6,-29,38*,-2,49*,0,0,-8,-0.5
COCCNC(=O)C(=O)Nc1cccc(Br)c1,-2,-3,-2,4,-3,2,8,4,4,-0.2
Cc1ccc2c(c1)Oc1ccccc1C=C2C(=O)O,7,1,-5,-1,2,-3,-5,4,1,-2.3
COc1ccc(CNC(=O)OCCN2CCN(S(=O)(=O)c3ccc(C)cc3)CCC2=O)cc1,6,-9,-6,-4,-4,-2,-8,-4,1,5.8
COc1ccc(Nc2nc3ccccc3n3cnnc23)cc1Cl,5,12,-9,-10,-10,3,1,13,-1,-0.2
Cc1ccc(CNC(=O)C(=O)NCCCn2ccnc2)cc1,1,-4,5,-5,-5,-2,10,4,-3,-0.1
Cc1ccc(S(=O)(=O)NCc2ccccc2)cc1C(=O)NC1CCCCC1,-8,-6,1,3,-6,3,2,12,-2,-0.3
CCOc1ccccc1N(CC(=O)NC1CCCCC1)C(=O)CCC(=O)Nc1cc(C)ccn1,-3,-7,-9,0,1,1,-10,-1,-1,0.1
COc1ccc(N(C)S(=O)(=O)c2cccc(C(=O)N3CCN(c4ccccc4)CC3)c2)cc1,-3,0,-3,0,0,-2,-8,-5,-1,-1.8
COC(=O)C1C(c2ccccc2)C=CC(c2ccccc2)C1C(=O)O (stereo unspecified),6,2,0,2,2,2,11,-6,-2,-0.4
Cc1ccc(NC(=O)COC(=O)CN2C(=O)NC3(CCCC3)C2=O)cc1F,0,-3,2,0,11,-1,16,-5,2,-2.2
COc1cc(C(=O)N2CCCC(c3cc(C(=O)NCc4ccccc4)no3)C2)cc(OC)c1C (stereo unspecified),-4,2,nt,5,-7,1,8,2,-5,0.6
COc1ccc(Nc2ncc3c(n2)CC(c2ccc(OC)cc2)CC3=O)cc1 (stereo unspecified),1,-2,-5,-2,3,1,-2,-4,1,0.6
CCOc1ccc(N=Cc2c(C)[nH]n(-c3nc4ccccc4[nH]3)c2=O)cc1,-1,5,0,-4,2,4,-14,-6,-1,-1.3
COc1cccc(C(=O)Nc2cccc(-c3ccc4nncn4n3)c2)c1OC,2,3,0,9,-1,6,2,4,-3,-0.3
CCN1/C(=C\C=C2\C(=O)N(C)C(=S)N2C)Sc2ccccc21,-17,1,-13,9,-1,1,-2,-14,-3,-0.5
CC(C)NC(=O)N(C)C[C@H]1OCCCC[C@@H](C)Oc2ccc(NC(=O)C3CCCCC3)cc2C(=O)N([C@H](C)CO)C[C@@H]1C,1,1,-1,0,-12,1,0,9,-2,0.0
O=C(O)/C(=C\c1ccc(C(F)(F)F)cc1)c1ccc(S(=O)(=O)N2CCCC2)s1,-9,37*,-7,-8,-1,3,-4,-1,-1,-0.8
c1ccc(CN2CCC3(CCCc4ccccc43)CC2)cc1,-2,2,-6,-6,2,-7,3,7,-6,0.2
CCOC(=O)C1CCN(S(=O)(=O)c2ccc(CC)cc2)CC1,-4,-3,1,-4,-4,6,1,4,2,-0.1
COc1cc2c(c(OC)c1)C(c1ccncc1)CC(=O)N2 (stereo unspecified),0,0,0,-7,-4,1,3,-11,-4,0.0

# Continued, overlapping the part above by 2 compounds.
SMILES,mABHD4 FP,rCAG binder,HTRA1 inh,NPR2 activator,NR1D1 modulator,NPR1 activator,ARFGAP1 inh,ASAP1 inh,SMARCA2 act,PG9 binder
CCOC(=O)C1CCN(S(=O)(=O)c2ccc(CC)cc2)CC1,-4,-3,1,-4,-4,6,1,4,2,-0.1
COc1cc2c(c(OC)c1)C(c1ccncc1)CC(=O)N2 (stereo unspecified),0,0,0,-7,-4,1,3,-11,-4,0.0
c1ccc(OCCCCn2cnc3ccccc32)cc1,9,0,-7,2,-3,4,-1,-7,-1,0.3
C[C@@H]1CN([C@@H](C)CO)C(=O)c2cc(Br)cnc2O[C@@H]1CN(C)C(=O)CN(C)C,7,-1,-2,-1,-1,1,9,2,-1,-2.1
CN(/N=C/C=C/c1ccccc1)c1cc(=O)n(C)c(=O)[nH]1,0,-3,1,-1,1,4,1,-9,-2,-3.4
Cc1noc(NS(=O)(=O)c2ccc(NC(=O)c3ccc(Br)o3)cc2)c1C,-4,4,1,-4,-7,5,-3,-3,1,-0.2
NC(Cc1ccc(Cl)cc1)c1csc(Nc2ccc(-c3ccccc3)nn2)n1 (stereo unspecified),24,16,nt,-5,-5,-7,-3,-5,-5,-0.7
O=C1NC(=O)/C(=C/c2cccc([N+](=O)[O-])c2)N1,1,9,-1,1,-5,-7,2,-7,-2,1.1
COC(=O)C(Oc1ccc2c(-c3ccc(OC)cc3)cc(=O)oc2c1)c1ccccc1 (stereo unspecified),-5,5,-26,-1,1,11,5,1,-2,-1.4
COc1cc(CN2CCC(C(=O)N3CCN(c4ccccc4F)CC3)CC2)cc(OC)c1O,16,-8,1,0,-8,0,3,-2,0,-1.8
Cc1cccc(CSc2nnc3c(n2)[nH]c2ccccc23)c1,2,4,-9,9,2,1,-1,-4,-3,-1.5
CN(CCCNC(=O)c1cccc(N2CCCC2=O)c1)c1ccccc1,1,6,5,0,-3,4,11,9,0,-3.0
COc1ccccc1C=NN=C(N)C(N)=NN=Cc1ccccc1OC,0,2,-1,1,-1,13,12,1,-2,-0.6
COc1ccc2[nH]c(CN3CCN(CC(C)C)C(CCO)C3)c(C)c2c1 (stereo unspecified),1,-2,2,-3,3,2,5,0,-1,-1.0
O=C(O)c1cccnc1C(=O)c1ccccc1,3,0,10,4,0,1,-3,-2,-2,0.1
O=C(O)CCCNC(=O)/C(=C\c1ccc(Cl)cc1)NC(=O)c1ccccc1Br,-4,2,7,1,2,0,-10,7,-2,-1.8
O=C(N/N=C/c1ccc2cccnc2c1)c1nc2ccccc2c(=O)[nH]1,3,4,-1,-5,4,-2,0,5,5,-3.1
OC(c1ccc(Cl)c(F)c1)c1ncc(-c2ccccc2C(F)(F)F)[nH]1 (stereo unspecified),-11,-1,nt,-6,-7,-2,6,11,-3,-1.8
Cc1cc(NC(=O)CSCC(=O)OCC(=O)Nc2cc(C)c(C)cc2[N+](=O)[O-])no1,-7,2,-4,-1,-5,-2,2,-10,2,-1.3
O=Cc1ccc(F)c([B-](F)(F)F)c1,11,2,-4,-3,-3,5,6,-16,-3,1.1

# High-throughput results deposited in PubChem by several laboratories.
